Compound activity deposited in PubChem BioAssay by National Center for Advancing Translational Sciences (NCATS).
TSHR antagonist: human thyrotropin receptor antagonism | P16473 | TSHR-expressing cells, TSH-stimulated cAMP HTRF, 2 h; stronger effect = lower value | activity change, negative = inhibition, % at 11.5 µM | 330,000 tested, 0.2% active;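 active = activity change below a set negative limit, meaning inhibition stronger than a set level, cut at about -70% in these data; inconclusive = activity change between two set negative limits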; note: % is set by controls: 0 for no effect and ±100 for the full control effect
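Read-out is FRET at 665 nm (cryptate excitation 337 nm) from a cryptate-tagged anti-cAMP antibody, competed by cell cAMP against cAMP-d2. Compounds are tested on freshly harvested TSHR cells challenged with 4nM TSH (EC80) for 2 hours at 37 deg C.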
A-T KAP1 phos: candidate therapy for ataxia-telangiectasia. Potency, µM (doses to about 57.5 µM), for inactives: at the highest dose activation, actives largely listed as activators. […] A-T fibroblasts, KAP-1 phosphorylation AlphaLISA; neocarzinostatin DNA damage 30 min before lysis. 320,000 tested, 0.19% active; note: potency is the fitted concentration of half-maximal effect; % of control where 0% means no effect; nearly all actives have a fitted effect of over 45% in size
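ATM-like activity read as KAP-1 phosphorylation via AlphaLISA donor/acceptor antibody pairs after lysis and 6 hr at 25C. Cells were ATM-null patient fibroblasts ([…], hTERT), dosed 60 min, then exposed to the DSB inducer NCS for 30 min.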
TCR activator: activators of T cell receptors. AID 504894. Potency, µM (doses to about 9.22 µM), for inactives: top-dose activation of IL-2 secretion, actives largely listed as activators. 330,000 tested, under 10 active. primary human leukocytes, anti-CD3, IL-2 HTRF, 48 h; note: % of control where 0% means no effect
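Readout: HTRF IL-2, Eu-cryptate/d2 antibody pair, 320nm excitation, 665nm emission. Stimulus: a-CD3 beads, no co-stimulation. Cells: primary human leukocytes. Exposure: 48 hr with compound.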
Menin-MLL TR inh: inhibitors of human menin-MLL interaction, mutant MLL peptide. Menin + Texas Red MLL mutant peptide, fluorescence polarization. 270,000 tested, 0.23% active. Potency, µM (series often up to 61.6 µM), without a hit: at the highest dose FP activity change, negative = inhibition, actives largely listed as inhibitors; active = well fitted inhibition curve with a large enough effect in the polarisation, with a control signal flat, not every such curve was filed as active; inconclusive = small, poorly fitted or top-dose-only effect, or effect the other way, or a change in a side signal; inactive = no such curve, though single readings can be large or run the other way; the % refers to the polarisation; note: potency is the fitted concentration of half-maximal effect; % of control where 0% means no effect; many of its hits are not listed in these tables
TSG101-PTAP inh: blocks PTAP/TSG101 interaction to inhibit HIV-1 budding; Q99816; Fluorescence polarization, FITC-PTAP peptide / Tsg101 binding; Potency, µM (doses to about 115 µM), for the others: top-dose activity change, negative = inhibition, usual class: inhibitors; 340,000 tested, under 10 active; AID 493005; active = well fitted inhibition curve with a large enough effect in the main read-out, with a control signal flat, not every such curve was filed as active; inconclusive = small, poorly fitted or top-dose-only effect, or effect the other way, or a change in a side signal; inactive = no such curve, though single readings can be large or run the other way; note: potency is the fitted concentration of half-maximal effect; % of control where 0% means no effect
Target sequence (Q99816 whole entry, looked up): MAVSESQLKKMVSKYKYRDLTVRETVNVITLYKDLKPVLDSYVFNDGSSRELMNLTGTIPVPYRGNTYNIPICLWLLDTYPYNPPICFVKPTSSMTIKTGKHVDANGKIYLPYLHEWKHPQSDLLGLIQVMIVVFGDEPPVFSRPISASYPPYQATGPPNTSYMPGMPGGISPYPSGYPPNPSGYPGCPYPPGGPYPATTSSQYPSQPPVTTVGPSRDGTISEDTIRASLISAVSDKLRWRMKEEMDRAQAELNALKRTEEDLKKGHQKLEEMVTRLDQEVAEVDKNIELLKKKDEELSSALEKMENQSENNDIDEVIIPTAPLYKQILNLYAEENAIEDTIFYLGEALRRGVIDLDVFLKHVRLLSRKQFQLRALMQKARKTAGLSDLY
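Compounds were pin-transferred onto Tsg101 binding domain (10 uM final) in HEPES pH 7.5 buffer, then FITC-PTAP peptide was added at 50 nM final. After 20 min at RT, polarization reported peptide displacement across a qHTS concentration series.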
MBNL1-CUG inh: blocks human MBNL1 binding to CUG repeat RNA. Q9NR56. 280,000 tested, 0.036% active. TR-FRET MBNL1-His/biotin-(CUG)12 binding, 665/545 ratio. AID 2675. Potency, µM (highest dose often 57.5 µM), without a hit: top-dose activity change, negative = inhibition, actives largely listed as inhibitors; active = well fitted inhibition curve with a large enough effect in the signal ratio, with a control signal flat, not every such curve was filed as active; inconclusive = small, poorly fitted or top-dose-only effect, or effect the other way, or a change in a side signal; inactive = no such curve, though single readings can be large or run the other way; the % refers to the signal ratio; note: potency is the fitted concentration of half-maximal effect; % is set by controls: 0 for no effect and ±100 for the full control effect
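MBNL1-His + Biotin-(CUG)12, cpd titration 92 nM–58 uM; Tb anti-His Ab 0.055 ng/ul, SA-XL665 5 nM (final); 60 min RT; ratiometric 665/545 nm, Ex 340 nm; normalized to buffer and full-complex controls.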
a7 integrin act: activators of alpha7 integrin expression for muscular dystrophy | alpha7betagal myoblasts, beta-gal FDG fluorescence, 48 h | Potency, µM (doses to about 38.3 µM), inactives show at the highest dose activation, most hits filed as activators | 350,000 tested, 0.064% active | AID 624291;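 note: potency is the fitted concentration of half-maximal effect; 100% = response of the positive control SU9516; nearly all actives have a fitted effect of over 60% in size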
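Alpha7betagal+/- myoblasts (passage 13) were plated 16-24 hr, then exposed to compounds (1:260 dilution of DMSO stock) for 48 hours at 37C. After MPER lysis, β-galactosidase reporter activity was read as FDG fluorescence (ex 480/em 540) after 30 minutes.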
MLL CXXC-DNA inh: blocks binding of human MLL CXXC domain to DNA | Q03164 | MLL-CXXC / FITC-HOXA9 DNA fluorescence polarization | Potency, µM (titrated, usually from 115 µM), without a hit: at the highest dose activity change, negative = inhibition, usual class: inhibitors | 290,000 tested, 0.037% active | AID 2662; active = well fitted inhibition curve with a large enough effect in the polarisation, with a control signal flat, not every such curve was filed as active; inconclusive = small, poorly fitted or top-dose-only effect, or effect the other way, or a change in a side signal; inactive = no such curve, though single readings can be large or run the other way; the % refers to the polarisation; note: potency is the fitted concentration of half-maximal effect
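Purified MLL-CXXC (added from a 7 uM solution) was preincubated 5 min at ambient with pinned compounds in 50 mM Tris-HCl pH 7.5, 50 mM NaCl, 1 mM DTT, 0.05% BSA. Fluorescein-labeled HOX-A9 DNA (50 nM solution) followed, 30 min, then polarization read.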
Mito fusion act: blocks mitochondrial division or promotes mitochondrial fusion. 320,000 tested, 0.23% active. S. cerevisiae fusion-defective mutant growth rescue, CellTiterGlo 48 h. Potency, µM (series often up to 46.1 µM), inactives show at the top dose growth rescue (activation), actives largely listed as activators;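 note: potency is the fitted concentration of half-maximal effect; % of control where 0% means no effect; nearly all actives have a fitted effect of over 45% in size; temperature-sensitive fusion mutants such as fzo1-1 at 37 °C on non-fermentable ethanol glycerol medium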
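Luminescent cell viability in 1536-well qHTS format served as the measure of rescued growth in ts fusion-mutant S. cerevisiae cultured on non-fermentable YPEG for 48 hours at 37C.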
S-ASM inh: human S-ASM enzyme inhibition | P17405 | placental ASM, HMU-PC fluorogenic substrate, 60 min | Potency, µM (highest dose often 57.5 µM), without a hit: at the top dose activity change, negative = inhibition, usual class: inhibitors | 340,000 tested, 0.006% active; note: potency is the fitted concentration of half-maximal effect
Target sequence (P17405 47-631 limits assumed): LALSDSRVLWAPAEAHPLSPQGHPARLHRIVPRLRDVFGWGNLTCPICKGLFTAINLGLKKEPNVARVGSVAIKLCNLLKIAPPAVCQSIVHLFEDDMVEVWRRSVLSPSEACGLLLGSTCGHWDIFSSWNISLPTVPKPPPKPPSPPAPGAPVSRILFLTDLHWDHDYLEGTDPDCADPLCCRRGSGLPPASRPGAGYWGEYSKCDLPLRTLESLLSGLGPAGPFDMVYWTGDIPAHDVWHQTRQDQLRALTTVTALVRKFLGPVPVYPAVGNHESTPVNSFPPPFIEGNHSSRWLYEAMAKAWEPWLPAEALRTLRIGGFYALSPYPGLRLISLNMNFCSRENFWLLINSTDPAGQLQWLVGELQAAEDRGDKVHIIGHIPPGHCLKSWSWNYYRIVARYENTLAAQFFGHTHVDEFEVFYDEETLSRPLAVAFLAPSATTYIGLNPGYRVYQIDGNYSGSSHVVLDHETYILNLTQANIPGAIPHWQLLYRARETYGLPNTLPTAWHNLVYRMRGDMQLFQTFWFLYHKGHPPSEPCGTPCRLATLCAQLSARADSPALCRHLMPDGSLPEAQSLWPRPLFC
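Fluorescence read-out (Ex 386 nm, Em 447 nm) after stopping the reaction at pH 10. Enzyme: ASM from human placenta; substrate HMU-PC0, 9 uM final; 60 min, 37 °C. Compound preincubation 10 min, ambient temperature.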
* = called active by the depositor; u = inconclusive; x = not tested or not shown; [ ] = dose if it differs, or a comment. Unless noted, calls come from the whole dose curve; as a rule, active = well fitted curve in the direction sought with a large enough effect; inconclusive = small, poorly fitted or top-dose-only effect, or another doubt; inactive = no such curve, though single readings can be large; an effect the other way counts as inactive or inconclusive. The list is partial. The share of hits here may be higher or lower than overall.

Under each structure – TSHR antagonist	A-T KAP1 phos	TCR activator	Menin-MLL TR inh	TSG101-PTAP inh	MBNL1-CUG inh	a7 integrin act	MLL CXXC-DNA inh	Mito fusion act	S-ASM inh
- C[C@H]1COC(=O)[C@H](CC(=O)OC(C)(C)C)C/C=C\C[C@@H](CC(=O)N(CCO)Cc2ccccc2)C(=O)N1
  -11	2%	-4%	x	-2%	x	-17%	x	x	1%
- CCOC(=O)c1cccc(NC(=O)C2CCCN(S(=O)(=O)c3c(C)n[nH]c3C)C2)c1 (stereo not drawn)
  -5	0%	4%	2%	-5%	4%	-3%	-2%	1%	3%
- CCS(=O)(=O)CCSC(=N)N
  -5	1%	-3%	-4%	-11%	-3%	-52%[inhibitor]	1%	2%	1%
- COc1ccc(N2CCN(C(=O)CCCNC(=O)Cn3cnc4sc(C)c(C)c4c3=O)CC2)cc1
  -14	6%	0%	13%	-3%	0%	u	0%	1%	-2%
- Cc1nn(Cc2noc(C(=O)NC3CCC(C)CC3)n2)c(C)c1Br (stereo not drawn)
  -8	2%	5%	0%	-1%	-3%	-50%[inhibitor]	3%	-19%	-2%
- CCC1CCC/C1=N\NC(=O)c1ccccc1Cl (stereo not drawn)
  x	x	1%	x	-3%	x	-6%	x	x	4%
- CCOC(=O)c1cccc(C2=CC(=O)C[C@H](c3ccc(OC)cc3)C2)c1
  -15	18%	-3%	x	1%	x	-10%	x	26%	-10%
- C#CCNc1cc(C)nc2ncnn12
  -1	2%	-3%	8%	-2%	-6%	17%	-8%	0%	3%
- Cc1ccn2c(c1)nc(=O)c1cc(S(=O)(=O)N3CCOCC3)ccc12
  -5	6%	-5%	-1%	0%	7%	4%	-6%	-9%	69%[activator]
- CCOc1ccccc1CN1CCN(C2CCN(c3ccccc3F)CC2)CC1CCO (stereo not drawn)
  13	4%	-11%	-16%	-1%	0%	17%	-2%	3%	0%

Complete entries as entered above.
C[C@H]1COC(=O)[C@H](CC(=O)OC(C)(C)C)C/C=C\C[C@@H](CC(=O)N(CCO)Cc2ccccc2)C(=O)N1 across the screens: TSHR antagonist = -11; A-T KAP1 phos = 2%; TCR activator = -4%; Menin-MLL TR inh = x; TSG101-PTAP inh = -2%; MBNL1-CUG inh = x; a7 integrin act = -17%; MLL CXXC-DNA inh = x; Mito fusion act = x; S-ASM inh = 1%
CCOc1ccccc1CN1CCN(C2CCN(c3ccccc3F)CC2)CC1CCO (stereo not drawn) across the screens: TSHR antagonist = 13; A-T KAP1 phos = 4%; TCR activator = -11%; Menin-MLL TR inh = -16%; TSG101-PTAP inh = -1%; MBNL1-CUG inh = 0%; a7 integrin act = 17%; MLL CXXC-DNA inh = -2%; Mito fusion act = 3%; S-ASM inh = 0%

Continued.
Under each structure – TSHR antagonist	A-T KAP1 phos	TCR activator	Menin-MLL TR inh	TSG101-PTAP inh	MBNL1-CUG inh	a7 integrin act	MLL CXXC-DNA inh	Mito fusion act	S-ASM inh
- CC(=O)c1ccc(NC(=O)CCc2nnc3ccc(N4CCC5(CC4)OCCO5)nn23)cc1
  -1	5%	8%	5%	-1%	-8%	28%	19%	-2%	3%
- c1cc(CNc2ccc3c(c2)OCCO3)ccn1
  -12	0%	-2%	4%	0%	4%	-50%[inhibitor]	6%	-1%	3%
- CCOc1ccc(S(=O)(=O)N2CCOCC2)cc1NC(=O)CN1C(=O)NC(CC)(c2ccccc2)C1=O (stereo not drawn)
  -10	1%	x	x	-3%	-3%	2%	13%	2%	0%
- O=C(CNS(=O)(=O)c1ccc(Br)s1)N1CCN(c2ncccn2)CC1
  7	-1%	4%	-9%	1%	-7%	0%	2%	-1%	1%
- COc1ccc(N2CCN(Cc3nc(Cc4cccc(F)c4)no3)C(C)C2)cc1 (stereo not drawn)
  0	1%	-4%	-16%	-1%	-6%	-27%	2%	4%	-3%
- CSc1nc2ccccc2n1Cc1c(Cl)cccc1Cl
  -30	3%	-3%	-3%	-1%	-1%	-36%	4%	29%	-8%
- COC(=O)c1sccc1NC(=O)/C=C/c1ccc(Cl)cc1Cl
  2	5%	3%[46.1 µM]	-14%	-1%	-8%	0%	7%	-1%	10%
- CCN(CC)S(=O)(=O)c1ccc(NS(=O)(=O)c2cccc(C)c2)cc1
  -19	-3%	1%	20%	-2%	5%	2%	2%	-1%	-3%
- Cc1ccc(/C(=N\S(=O)(=O)c2ccc(Br)cc2)Nc2ccccc2C)cc1
  -15	-5%	3%	u	-3%	-4%	0%	6%	-5%	-1%
- Cc1ccsc1C(=O)N1CCCC(N2CCN(c3cccc(Cl)c3)CC2)C1 (stereo not drawn)
  -17	14%	-3%	x	-2%	3%	0%	0%	0%	5%
- CCOC(=O)c1c(C)n(C)c2c1cc(OC(C)=O)c1ccccc12
  3	-2%	-3%	6%	-10%	4%	-7%	-3%	2%	1%
- COc1cccc(CN(C)C(=O)c2ccc(NS(=O)(=O)c3ccc(F)cc3)cc2)c1OC
  4	-2%	11%	x	1%	x	3%	x	3%	0%
- COCCN1Cc2cccc(C(=O)Nc3cccc(OC)c3)c2C1=O
  -11	0%	-5%	11%	-2%	-5%	u	0%	4%	-1%
- CC(OC(=O)CCC1CCCC1)C(=O)Nc1ccccc1[N+](=O)[O-] (stereo not drawn)
  -1	4%	0%	x	1%	x	-4%	x	24%	x
- C/C(=N\N1CCN(C2c3ccccc3-c3ccccc32)CC1)c1ccco1
  -2	-1%	-7%[46.1 µM]	-1%	1%	x	2%	11%	4%	2%
- CCCc1cc(=O)oc2cc(C)cc(OCC(=O)NCc3ccncc3)c12
  -11	-3%	-8%	-9%	-5%	0%	0%	5%	-1%	-1%
- Cc1nc2cc(-c3ccc(F)cc3)[nH]n2c(=O)c1C
  -12	5%	8%	-10%	-6%	1%	-1%	2%	1%	-2%
- COc1ccc(N2C(=S)NC3c4cc(Cl)ccc4OC2(C)C3C(=O)N(C)C)cc1 (stereo not drawn)
  7	-3%	0%	-9%	-2%	u	0%	-6%	4%	u
- O=C(COC(=O)CCNS(=O)(=O)c1cccc(C(F)(F)F)c1)NC(=O)NC1CCCCC1
  -12	6%	-4%	3%	-8%	u	-10%	-9%	-2%	-6%
- CN(CCC1CCOCC1)C(=O)CC1C(=O)NCCN1Cc1cccc(F)c1 (stereo not drawn)
  -6	2%	1%	x	-2%	5%	11%	0%	0%	14%
- Cc1nc(-c2cccc(NC(=O)c3cc4cc(Br)ccc4oc3=O)c2)cs1
  15	-1%	-52%	12%	-2%	-10%	-4%	-3%	2%	4%
- Cc1cc(=O)[nH]c(-c2ccc(Cl)cc2)n1
  10	2%	0%	x	0%	-8%	5%	-10%	-4%	5%
- CN1CCN(C(=O)C2=C[C@H](c3ccccc3)C[C@H](OCc3ccc(CO)cc3)O2)CC1
  -6	-26%	-4%	-6%	1%	-5%	1%	-21%	2%	-2%
- Cc1cccc(C)c1OCC(O)CN (stereo not drawn)
  -5	5%	4%	0%	-9%	-9%	17%	5%	0%	6%
- CCOc1ccc(N(CC(=O)Nc2ccccc2OC)S(=O)(=O)c2ccccc2)cc1
  -6	-8%	x	22%	-3%	15%	-24%	2%	1%	-1%
- C[C@H](CO)N1C[C@H](C)[C@H](CN(C)C(=O)Nc2ccc(C(F)(F)F)cc2)Oc2c(NC(=O)c3ccncc3)cccc2C1=O
  -2	0%	2%	x	-12%	x	14%	x	x	-22%
- Cc1nn(-c2ccccc2)c(NC(=O)c2cccs2)c(-c2ccc(Cl)cc2)c1=O
  15	0%	-4%[46.1 µM]	13%	1%	-9%	23%	4%	0%	-2%
- N#Cc1ccsc1NC(=O)CCc1ccccc1
  3	-3%	15%	6%	-2%	2%	u	4%	-2%	-1%
- CC(Sc1nc(N(C)C)nc(N2CCOCC2)n1)C(=O)Nc1ccccc1 (stereo not drawn)
  5	-5%	0%	-1%	-3%	-4%	-29%	-2%	11%	-2%
- CN(c1ccccc1)S(=O)(=O)c1ccc2c(c1)OCCO2
  x	-38%[inhibitor]	1%	x	-6%	x	-6%	x	x	-1%
